# S1P4 ag – human S1P4 receptor agonism. S1P4-expressing cell line, agonist reporter assay. activation, % at 4.98 µM. O95977. 220,000 tested, 0.35% active; in the data active means activation above about 11%;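 further: 0% = DMSO vehicle and 100% = reference agonist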
# NPY-Y1 PAM-ag – potentiates or activates human NPY-Y1 receptor | AID 1304 | P25929 | NPY-Y1 expressing cells, potentiator/agonist activation | 220,000 tested, 0.37% active | activation, % at 3.6 µM; in the data active means activation above about 33%, passing the limit was not always enough;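 further: cells stimulated with NPY at EC10 then isoproterenol at EC100; 0% = low agonist plus stimulus and 100% = saturating agonist plus stimulus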
# S1P4 antagonist – antagonists of human S1P4 receptor | S1P4-expressing cells, antagonist mode, reporter read-out | inhibition, % at 4.98 µM | 220,000 tested, 0.26% active; in the data active means inhibition above about 29%;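 further: 0% = wells stimulated with agonist and 100% = vehicle wells without agonist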
# CHOP inhibitor – inhibitors of CHOP induction in ER stress response | AID 2732 | 220,000 tested, 3.8% active | CHO-K1 CHOP-promoter luciferase, tunicamycin-induced, 15-18 h | inhibition, % at 10 µM;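 active means compounds that reduced the stress-induced luciferase reporter signal by more than about 70% of percent inhibition, limit read from the data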;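 further: 0% = tunicamycin plus vehicle and 100% = wells without tunicamycin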
# TRPML3 agonist – activates the human TRPML3 channel; 220,000 tested, 0.29% active; AID 1448; Q8TDD5; activation, % at 3 µM; HEK293 TRPML3-YFP, Fluo-8 calcium fluorescence; 100% = the carbachol control signal;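 active means activation above its plate's cutoff, the mean activation of the plate's test wells plus 3 SD, cut at about 12% in these data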;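 further: 0% = DMSO only wells and 100% = carbachol wells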
# Target sequence (Q8TDD5 whole entry, looked up): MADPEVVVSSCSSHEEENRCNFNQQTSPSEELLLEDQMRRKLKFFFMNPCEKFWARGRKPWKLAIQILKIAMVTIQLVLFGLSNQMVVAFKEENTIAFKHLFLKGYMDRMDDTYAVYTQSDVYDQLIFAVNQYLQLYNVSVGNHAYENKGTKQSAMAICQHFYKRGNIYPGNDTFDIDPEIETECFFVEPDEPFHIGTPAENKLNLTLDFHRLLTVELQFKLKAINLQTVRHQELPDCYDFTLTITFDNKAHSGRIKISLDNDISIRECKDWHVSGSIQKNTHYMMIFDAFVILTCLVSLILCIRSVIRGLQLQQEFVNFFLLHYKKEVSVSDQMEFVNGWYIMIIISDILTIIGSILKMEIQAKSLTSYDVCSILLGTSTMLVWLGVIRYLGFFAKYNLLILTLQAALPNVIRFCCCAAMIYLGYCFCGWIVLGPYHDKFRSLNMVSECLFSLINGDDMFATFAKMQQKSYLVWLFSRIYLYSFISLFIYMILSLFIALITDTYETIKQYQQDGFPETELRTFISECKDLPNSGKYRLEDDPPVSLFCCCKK
#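 Test system: TRPML3-YFP stable HEK293 cells. Doses: single point at 3 µM. Incubation: dye loading 1 h 37 °C then 30 min ambient, 125 s read. Signal: Fluo-8 calcium dye fluorescence, ex 470-495, em 515-575 nm. Measure: percent activation from peak-to-basal fluorescence ratio, scaled between DMSO and carbachol.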
# NPY-Y2 PAM-ag – human NPY-Y2 potentiation or agonism, primary screen; P49146; cells expressing NPY-Y2, potentiator/agonist read-out; activation, % at 3.6 µM; 220,000 tested, 0.45% active; in the data active means activation above about 27%;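 further: cells stimulated with NPY near EC25 plus isoproterenol at EC100; 0% = vehicle plus submaximal agonist and 100% = vehicle plus saturating agonist; some results beyond the cut were filed as inactive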
# NPY Y1 blocker – antagonists of human neuropeptide Y receptor Y1 | inhibition, % at 3.6 µM | 200,000 tested, 1% active | HEK293-CNG Y1 cells, membrane potential fluorescence; NPY at EC95, then isoproterenol | P25929;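 active means inhibition above the campaign mean inhibition of all tested compounds plus 3 SD, cut at about 20% in these data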;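 further: 0% = DMSO wells given NPY plus isoproterenol and 100% = isoproterenol alone without NPY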
#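 Assay system: HEK293 cells with Y1 receptor plus CNG channel | Probe or stimulus: NPY (25 nM), isoproterenol (1 µM), Ro 20-1724 (25 µM) | Timing: Compound incubation 1 h at room temperature, readout 45 min post-stimulation | Measured by: Membrane-potential fluorescent dye readout | Benchmarks: High control isoproterenol alone, low control NPY with isoproterenol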
# EP2 mod – modulates human prostaglandin E2 receptor EP2 signaling; 260,000 tested, 0.83% active; P43116; AID 940; EP2-expressing cells, cAMP HTRF FRET, PGE2 co-stimulation; induction, % at 25 µM;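 active means compounds whose cAMP rise, as percent of the full-agonist control response, exceeds 60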;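 further: rat C6 glioma line stably carrying human EP2 under a CMV promoter; the protocol text gives 20 µM as final concentration; 100% = response of wells given 1 µM PGE2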
# Target sequence (P43116 whole entry, looked up): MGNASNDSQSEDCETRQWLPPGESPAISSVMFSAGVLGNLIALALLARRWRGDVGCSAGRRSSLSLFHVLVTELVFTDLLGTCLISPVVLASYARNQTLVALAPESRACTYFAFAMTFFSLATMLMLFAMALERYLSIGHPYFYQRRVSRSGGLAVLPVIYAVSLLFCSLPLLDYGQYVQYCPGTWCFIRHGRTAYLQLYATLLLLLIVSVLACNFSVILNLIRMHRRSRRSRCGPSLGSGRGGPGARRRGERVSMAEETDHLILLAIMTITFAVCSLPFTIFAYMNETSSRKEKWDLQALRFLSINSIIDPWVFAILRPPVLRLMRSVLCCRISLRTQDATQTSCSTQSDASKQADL
# TRPN1 ag – zebrafish TRPN1 (NompC) channel agonism. AID 1424. 220,000 tested, 0.18% active. HEK293 zebrafish TRPN1-YFP, Fluo-8 calcium fluorescence; 100% = response to 87 µM carbachol. activation, % at 3 µM;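 active means activation above its plate's cutoff, the mean activation of test wells on that plate plus 3 SD, cut at about 19% in these data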;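 further: 0% = DMSO alone and 100% = 87 µM carbachol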
#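 Control set: carbachol 87 µM as high control, DMSO as low control; system: HEK293 stable line with zebrafish TRPN1-YFP; read-out: % activation versus carbachol response; detection: intracellular calcium fluorescence with Fluo-8; doses: single test compound dose, 3 µM nominal, 0.3% DMSO; schedule: dye 1 h 37 °C plus 30 min RT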
# An asterisk follows results filed as active; nt = not tested or not shown; & = joins results of further samples.
# Codes: A = S1P4 ag; B = NPY-Y1 PAM-ag; C = S1P4 antagonist; D = CHOP inhibitor; E = TRPML3 agonist; F = NPY-Y2 PAM-ag; G = NPY Y1 blocker; H = EP2 mod; I = TRPN1 ag
1	O=C(c1cn[nH]c1)N1CCc2c([nH]c3ccccc23)C1c1c(F)cccc1Cl (configuration not stated)
  A: 0.4; B: 22; C: -1; D: 5; E: -0.6; F: 12; G: -9; H: -11; I: 3.5

2	CCCC1CCc2c(c3ccccc3[nH]c2=O)O1 (configuration not stated)
  A: 3.0; B: -15; C: 1; D: 76*; E: -0.4; F: -8; G: 7; H: 59; I: -0.7

3	Cc1cccc(NC(=S)N(Cc2cccc(Br)c2)CC2CCC(C(=O)O)CC2)c1 (configuration not stated)
  A: 1.6; B: -3; C: -17; D: -25; E: -0.7; F: 5; G: 2; H: 26; I: -0.2

4	COc1cc(C(=O)NC2CCCNC2)cc(OC)c1OC (configuration not stated)
  A: 1.6; B: 12; C: -4; D: -1; E: 1.3; F: 13; G: -2; H: nt; I: 1.9

5	CN1CCN(c2cc(N3CCc4ccccc4C3)c(F)cc2[N+](=O)[O-])CC1
  A: 0.0; B: 7; C: 4; D: 42; E: 1.2; F: 15; G: -1; H: -67; I: -0.2

6	CCNC(=S)N1CCn2c(nc3ccccc32)C1
  A: -0.4; B: -8; C: -5; D: -2; E: 0.7; F: -14; G: 0; H: -18; I: -0.8

7	O=c1c2ccccc2nc(COc2ccccc2)n1/N=C/c1ccco1
  A: 1.4; B: -22; C: 7; D: 1; E: 0.6; F: -11; G: 4; H: 8; I: 2.4

8	CC(C)N(Cc1nc(-c2ccccc2)no1)C(=O)Cc1ccccc1
  A: 1.2; B: -18; C: -21; D: 33; E: -0.1; F: 6; G: 4; H: 7; I: -0.2

9	Cc1cc(Cl)c(OCCCCN2CCOCC2)c(Br)c1
  A: 0.8; B: -24; C: -18; D: 19; E: 0.3; F: -6; G: 10; H: -19; I: -0.2

10	Clc1ccc(C(c2nnnn2C2CCCC2)N2CCN(c3nc4ccccc4s3)CC2)cc1 (configuration not stated)
  A: -2.8; B: -15; C: -2; D: nt; E: 0.7; F: -8; G: 2; H: nt; I: 0.0

11	CC1(C)CC(=O)c2cnc(N3CCc4ccccc43)nc2C1
  A: 0.8; B: -39; C: -5; D: -17; E: -0.4; F: -31; G: nt; H: 23; I: -1.7

12	COC(=O)CCNCCSc1nnc(-c2ccco2)n1Cc1ccccc1
  A: -0.4; B: -3; C: -6; D: -17; E: 0.8; F: -10; G: nt; H: 7; I: -0.6

13	CCC(=O)Oc1ccc2c(=O)c(-c3ccc4ccccc4n3)c(CC)oc2c1C
  A: 1.7; B: 3; C: 6; D: 27; E: -0.2; F: -7; G: 2; H: -2; I: -0.1

14	COc1cc(NC(=S)N2CCCC(CO)C2)c(OC)cc1Cl (configuration not stated)
  A: -1.4; B: 11; C: -15; D: 12; E: 0.3; F: 11; G: 9; H: 5; I: 0.1

15	N#Cc1ccc(N2C(=O)[C@@H]3C(C(=O)c4cnccn4)=NN[C@@H]3C2=O)cc1
  A: 3.8; B: 12; C: -16; D: 3; E: 1.1; F: 17; G: nt; H: 11; I: -0.7

16	Cc1ccc(OCCC(=O)Nc2c(C)n(C)n(-c3ccccc3)c2=O)cc1
  A: 2.3; B: -27; C: -7; D: -10; E: 0.6; F: -8; G: -2; H: 18; I: -1.1

17	Cc1nc(C(=O)Nc2cccc(Cl)c2)nn1-c1cc(OC(C)C)c(Cl)cc1Cl
  A: -3.7; B: -40; C: -30; D: 26; E: 0.8; F: -36; G: 18; H: -7; I: 1.0

18	O=C(CNC(=S)N(Cc1ccccc1F)C1CCCCC1)NC1CC1
  A: 0.1; B: 0; C: -5; D: 30; E: 0.9; F: -6; G: 6; H: 4; I: 0.6

19	Cc1cnc(NC(=O)C2CCCC2)s1
  A: 1.1; B: 22; C: -21; D: 63; E: 0.3; F: 6; G: -4; H: 20; I: -0.1

20	N#CC(C#N)=Cc1cccn1-c1ccc(S(N)(=O)=O)cc1
  A: -1.5; B: -1; C: -10; D: 2; E: -0.2; F: -18; G: 4; H: -38; I: -0.6

21	O=C1c2ccccc2C(=O)N1CSc1nnc2c3ccccc3n(CCc3ccccc3)c2n1
  A: 0.9; B: 0; C: 2; D: 47; E: 1.3; F: 11; G: 4; H: 33; I: -1.0

22	CNC(=S)N/N=C(\C)c1cccc([N+](=O)[O-])c1
  A: 3.7; B: 6; C: -22; D: 5; E: 0.2; F: 2; G: -2; H: 2; I: -0.1

23	COCC(=O)Nc1ccc(N(C)C)cc1
  A: -0.5; B: -3; C: -20; D: 25; E: 0.9; F: -28; G: -6; H: 13; I: 0.1

24	Cc1ccccc1C(=O)Nc1ccccn1
  A: -0.7; B: -19; C: 3; D: 3; E: 0.7; F: 4; G: 5; H: 24; I: 0.7

25	COCCOC(=O)c1c(NC(=O)CN2CCc3ccccc32)sc(C(N)=O)c1C
  A: -0.8; B: 6; C: 1; D: -3; E: 0.2; F: -8; G: nt; H: -9; I: 0.0

# Another view of part of the listing above:
no.	Molecule	S1P4 ag	NPY-Y1 PAM-ag	S1P4 antagonist	CHOP inhibitor	TRPML3 agonist	NPY-Y2 PAM-ag	NPY Y1 blocker	EP2 mod	TRPN1 ag
6	CCNC(=S)N1CCn2c(nc3ccccc32)C1	-0.4	-8	-5	-2	0.7	-14	0	-18	-0.8
7	O=c1c2ccccc2nc(COc2ccccc2)n1/N=C/c1ccco1	1.4	-22	7	1	0.6	-11	4	8	2.4
8	CC(C)N(Cc1nc(-c2ccccc2)no1)C(=O)Cc1ccccc1	1.2	-18	-21	33	-0.1	6	4	7	-0.2
9	Cc1cc(Cl)c(OCCCCN2CCOCC2)c(Br)c1	0.8	-24	-18	19	0.3	-6	10	-19	-0.2
10	Clc1ccc(C(c2nnnn2C2CCCC2)N2CCN(c3nc4ccccc4s3)CC2)cc1 (configuration not stated)	-2.8	-15	-2	nt	0.7	-8	2	nt	0.0
11	CC1(C)CC(=O)c2cnc(N3CCc4ccccc43)nc2C1	0.8	-39	-5	-17	-0.4	-31	nt	23	-1.7
12	COC(=O)CCNCCSc1nnc(-c2ccco2)n1Cc1ccccc1	-0.4	-3	-6	-17	0.8	-10	nt	7	-0.6
13	CCC(=O)Oc1ccc2c(=O)c(-c3ccc4ccccc4n3)c(CC)oc2c1C	1.7	3	6	27	-0.2	-7	2	-2	-0.1
14	COc1cc(NC(=S)N2CCCC(CO)C2)c(OC)cc1Cl (configuration not stated)	-1.4	11	-15	12	0.3	11	9	5	0.1
15	N#Cc1ccc(N2C(=O)[C@@H]3C(C(=O)c4cnccn4)=NN[C@@H]3C2=O)cc1	3.8	12	-16	3	1.1	17	nt	11	-0.7
16	Cc1ccc(OCCC(=O)Nc2c(C)n(C)n(-c3ccccc3)c2=O)cc1	2.3	-27	-7	-10	0.6	-8	-2	18	-1.1

# More compounds:
# Codes: A = S1P4 ag; B = NPY-Y1 PAM-ag; C = S1P4 antagonist; D = CHOP inhibitor; E = TRPML3 agonist; F = NPY-Y2 PAM-ag; G = NPY Y1 blocker; H = EP2 mod; I = TRPN1 ag
26	Cc1nn(-c2ccccc2)c(N2CCCC2)c1/C=N/Nc1ccc(S(N)(=O)=O)cc1[N+](=O)[O-]
  A: 2.4; B: -27; C: -9; D: 13; E: -0.3; F: -2; G: -2; H: 8; I: -0.2

27	O=C(Nc1cccc(-c2cn3ccccc3n2)c1)c1cnccn1
  A: -0.5; B: 5; C: -3; D: -27; E: -0.2; F: -9; G: -4; H: -8; I: 1.4

28	CCN(CC)c1ccc(C=C2C(=O)OC3(CCCC3)OC2=O)cc1
  A: -0.2; B: 1; C: -31; D: 11; E: 1.6; F: -2; G: 3; H: -126&-10; I: 0.9

29	CC(=O)N(C(C)=O)N1C(=O)c2cccc3c(N4CCOCC4)ccc(c23)C1=O
  A: -0.8; B: 19; C: 7; D: 15; E: 2.5; F: 4; G: -2; H: 11; I: 5.0

30	COc1cc2c(cc1OC)CN(c1nc(-c3cccnc3)nc3ccccc13)CC2
  A: -1.4; B: -22; C: 1; D: 23; E: -0.4; F: -25; G: 4; H: 40; I: -2.4

31	Cn1cnnc1SCC(=O)Nc1ccccc1C(=O)NC1CC1
  A: 0.3; B: 1; C: -19; D: 5; E: 1.5; F: -16; G: 4; H: 5; I: -0.7

32	Cc1ccc(NC(=O)CO/N=C/c2ccc(N(C)C)cc2)cc1
  A: -0.4; B: -17; C: -7; D: 30; E: 0.4; F: -7; G: 4; H: -56; I: 1.0

33	Cc1ccc(C23CC4CC(CC(C(=O)N5CCN(C)CC5)(C4)C2)C3)cc1
  A: 1.2; B: -4; C: -10; D: -8; E: 1.9; F: 9; G: nt; H: -26; I: 1.9

34	O=C(CN1C(=O)C2C3C=CC(C3)C2C1=O)N1CCc2ccccc2C1 (configuration not stated)
  A: -2.8; B: 14; C: -4; D: -25; E: 0.6; F: -21; G: -1; H: -46; I: 2.2

35	CC(NC(=O)COC(=O)CCc1ccc(S(=O)(=O)N2CCOCC2)cc1)C1CC2CCC1C2 (configuration not stated)
  A: -0.7; B: 1; C: -7; D: -27; E: 1.7; F: 6; G: -3; H: 9; I: 3.4

36	Cc1ccc(CN2C(=O)CCSc3ccc(Cl)cc32)cc1
  A: 0.4; B: 1; C: -1; D: -7; E: -1.3; F: 0; G: -1; H: -5; I: 0.1

37	CCN(CC(=O)Nc1c(F)cccc1F)C(=O)Cc1ccccc1
  A: 0.9; B: -2; C: -3; D: -10; E: 0.5; F: 4; G: 3; H: 5; I: 0.2

38	Cc1cc(C(F)(F)F)nc(SCC(=O)Nc2ccccc2)n1
  A: 0.7; B: -13; C: -8; D: -3; E: 0.4; F: -25; G: -1; H: 1; I: -0.4

39	CCOC(=O)C1CCCN(c2c(N3CCOCC3)c(=O)c2=O)C1 (configuration not stated)
  A: 0.5; B: -2; C: -6; D: 18; E: 0.2; F: -4; G: 0; H: 31; I: 0.0

40	O=C(Nc1ccccc1)c1ccc2ccccc2n1
  A: 2.2; B: -3; C: -18; D: -19; E: 0.4; F: -21; G: 5; H: -4; I: -0.9

41	COc1ccc(S(=O)(=O)N2CCCCC2)cc1NC(=O)Cc1c[nH]c2ccccc12
  A: 1.4; B: 22; C: -5; D: 25; E: 0.6; F: 7; G: 7; H: -7; I: 0.7

42	CCOC(=O)C(O)(CC(=O)Nc1ccc(Cl)cc1Cl)C(F)(F)F (configuration not stated)
  A: -0.1; B: -12; C: -8; D: 7; E: 0.1; F: -14; G: 1; H: 26; I: 1.3

43	O=C(CCc1ccccc1)NNC(=O)C1CCCCC1
  A: 1.3; B: -5; C: -3; D: -15; E: -1.4; F: -9; G: -2; H: 18; I: 0.9

44	CC1(C)OC1COc1c2ccoc2cc2oc(=O)ccc12 (configuration not stated)
  A: -1.3; B: -1; C: -13; D: -33; E: 0.2; F: 11; G: 0; H: 20; I: -1.5
